# KOR beta-arrestin-1: KOR agonists, beta-arrestin recruitment, primary screen, cell-based, luminescence, uHTS (AID 1777). KOR beta-arrestin recruitment, luminescence; higher % means a stronger effect. activation, % at 10 µM; hits with a dose series show EC50 in µM. 0.02% of 280,000 active; in the data active = activation above about 50%, passing the limit was not always enough; note: a part of the inactive calls stands beside numbers as strong as those of hits
# NS5 inhibitors: Dengue-2 NS5 methyltransferase inhibitors, primary screen, biochemical, confirmation dose response (AID 588689); 0.3% of 340,000 active; inhibition, % at 25 µM; hits with a dose series show IC50 in µM; Dengue-2 NS5 methyltransferase capping enzyme assay, biochemical; higher % means a stronger effect; in the data active = a potency from the dose series; inconclusive = inhibition above about 29% without an active follow-up result
# AID2073: disruptors of CaV2.2 binding to Mint1 – biochemical, HTRF (AID 2073) | 0.19% of 290,000 active | HTRF protein-protein interaction, Mint1-CaV2.2; higher % means a stronger effect | one-dose inhibition, % at 20 µM; IC50 in µM for titrated hits; in the data active = inhibition mostly above about 51%, no sharp cut-off; inconclusive = no clear call, values can overlap the other calls; inactive = mostly below about 53%; note: some results filed as inactive read as strong as hits
# KOR beta-arrestin-2: kappa opioid receptor blockers – cell-based, luminescence, uHTS (AID 1778). one-dose inhibition, % at 10 µM; IC50 in µM for titrated hits. KOR beta-arrestin recruitment, luminescence, antagonist mode; higher % means a stronger effect. 0.091% of 290,000 active; note: strong numbers were not always called active
# Yfh1-depleted yeast: mitochondrial function rescue without frataxin homolog – Friedreich's ataxia, plus single-dose screen, dose response (AID 1465); one-dose fold induction at 50 µM; EC50 in µM for titrated hits; 0.074% of 220,000 active; S. cerevisiae Yfh1-off respiration, WST-1 reduction, 72 h; higher fold induction means a stronger effect;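 active = fold induction of absorbance versus untreated yeast above a set limit, then at least 30% activation at any dose in follow-up; inconclusive = repeats straddling the limit, or above it without dose testing; inactive = fold induction below the set limit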;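 note: activators that raise dye reduction in frataxin-depleted yeast; strong numbers were not always called active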
# West Nile virus CPE: West Nile virus antiviral activity, cell-based, CPE readout (AID 1621). West Nile virus-infected cells, CPE inhibition; higher % means a stronger effect. CPE inhibition, % at 10 µM, or IC50 in µM where a hit was titrated. 0.02% of 290,000 active; in the data active = a potency from the dose series; inconclusive = CPE inhibition mostly from about 3.7% at the one dose, without a potency; inactive = the rest, 99 in 100 with CPE inhibition below about 2.2%; note: strong numbers were not always called active
# HIV fusion peptide: cell-free HIV fusion peptide-binding blockers – biochemical, uHTS, fluorescence dequenching, primary screen (AID 1986). 0.3% of 290,000 active. cell-free peptide binding, fluorescence dequenching, 30 min; higher % means a stronger effect. inhibition, % at 20 µM; hits with a dose series show IC50 in µM; in the data active = inhibition mostly above about 52%, no sharp cut-off; inactive = mostly below about 76%; note: some results filed as inactive read as strong as hits
# NOD2 inhibition: inhibition of NOD2-driven NF-kB reporter – cell-based, luminescence, uHTS, HEK293 (AID 1566). 0.63% of 290,000 active. HEK293 NOD2/NF-kB luciferase reporter, luminescence; higher % means a stronger effect. inhibition, % at 4 µM; hits with a dose series show EC50 in µM; note: many of its hits are not listed in these tables
# NOD1 NF-kB reporter: inhibition of NOD1-driven NF-kB reporter – cell-based, luminescence, uHTS, primary screen (AID 1578) | 1% of 290,000 active | one-dose inhibition, % at 4 µM; EC50 in µM for titrated hits | NOD1-driven NF-kB luciferase reporter cells, luminescence; higher % means a stronger effect; in the data active = inhibition mostly above about 36%, no sharp cut-off; inactive = mostly below about 34%;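 note: HEK-293T reporter cells stimulated with the NOD1 agonist gamma-tri-DAP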
# Starred values were filed as active, the others as inactive; i = inactive; ? = inconclusive; . = not tested or not shown; [ ] = another dose, or the depositor's remark. Cut-off read from the data, not from the text of the source, unless noted: active = inhibition above about 50%; inactive = the rest.
SMILES,KOR beta-arrestin-1,NS5 inhibitors,AID2073,KOR beta-arrestin-2,Yfh1-depleted yeast,West Nile virus CPE,HIV fusion peptide,NOD2 inhibition,NOD1 NF-kB reporter
COc1ccc(NC(=O)CSc2ccccc2)cn1,-0.8%,9%,8%,-20%,i,0.7%,2.3%,11%,-36%
Cc1ccsc1C(=O)OCC(=O)Nc1c(Cl)cccc1C(F)(F)F,-0.9%,1%,0%,-15%,i,-0.8%,-0.2%,-9%,-33%
CN(CCC#N)C(=O)COC(=O)c1ccccc1OCc1ccccc1Cl,-2.0%,-1%,19%,11%,i,0.0%,-1.2%,16%,-12%
CCc1cc[n+](-c2nc3ccccc3nc2[N-]S(=O)(=O)c2ccc(Br)s2)cc1,-4.3%,24%,26%,27%,i,-0.3%,97%*,10%,0%
COc1ccc(CNc2cc(C)nc3ccc(OC)cc23)cc1,-2.9%,-10%,12%,-22%,.,0.7%,-0.2%,17%,6%
S=C(NCc1ccccn1)Nc1ccc(Cl)cc1Cl,6.5%,-5%,-16%,10%,i,0.3%,-4.5%,-7%,3%
COc1cccc(-n2nnc3c(=O)n(CC(=O)N4CCC(C)CC4)cnc32)c1,7.7%,2%,10%,-2%,i,-0.5%,2.8%,3%,-25%
CN(CC(=O)Nc1ccc(Cl)cc1)CC(=O)Nc1cccc(Br)c1,-2.9%,-4%,2%,-9%,.,-0.9%,1.2%,-8%,-25%
COc1ccc(NC(=O)C2Cc3cc(S(=O)(=O)N4CCCCC4)ccc3N2C(C)=O)cc1Cl (configuration not stated),0.4%,-4%,9%,8%,.,0.4%,6.4%,9%,-22%
Cn1nc(C(=O)NC2CCCCC2)c2ccccc2c1=O,6.1%,0%,0%,-24%,i,0.4%,-0.6%,-12%,-10%

# Overlap with the part before: 2 compounds, then new ones.
SMILES,KOR beta-arrestin-1,NS5 inhibitors,AID2073,KOR beta-arrestin-2,Yfh1-depleted yeast,West Nile virus CPE,HIV fusion peptide,NOD2 inhibition,NOD1 NF-kB reporter
COc1ccc(NC(=O)C2Cc3cc(S(=O)(=O)N4CCCCC4)ccc3N2C(C)=O)cc1Cl (configuration not stated),0.4%,-4%,9%,8%,.,0.4%,6.4%,9%,-22%
Cn1nc(C(=O)NC2CCCCC2)c2ccccc2c1=O,6.1%,0%,0%,-24%,i,0.4%,-0.6%,-12%,-10%
O=C(Cc1ccsc1)Nc1ccc(Cl)cc1Cl,3.3%,-2%,8%,9%,.,-0.6%,-1.1%,-2%,-17%
CC1CCN(S(=O)(=O)c2cccc(C(=O)Nc3nccs3)c2)CC1,0.6%,0%,20%,-30%,i,-0.4%,-0.3%,18%,15%
CCN(CC)CCN1C(=O)C(=O)/C(=C(/O)c2ccc(OC)cc2)C1c1cccs1 (configuration not stated),9.8%,.,12%,-52%,i,-0.2%,2.8%,-10%,44%
O=c1cc(CO)occ1OCc1c(F)cccc1Cl,-6.0%,-5%,25%,0%,i,0.3%,-0.9%,-10%,-21%
Nc1nonc1C(=O)NCCN=Cc1cc(Cc2ccccc2)cc(Br)c1O,-1.6%,?,-4%,10%,.,.,0.0%,32%,24%
COc1ccc(OCc2cc(C(=O)N3CCCC(OC)C3)no2)c2ccccc12 (configuration not stated),2.2%,-17%,1%,-17%,.,-0.6%,-0.5%,-23%,-55%
COc1cc(/C=C2\SC(=S)N(CCC(=O)NCCc3ccccc3)C2=O)cc(OC)c1OC,-3.4%,1%,15%,1%,.,-0.2%,1.2%,-2%,33%
Cc1ccc(CNC(=O)/C=C/c2c(Cl)cccc2Cl)cc1,-2.1%,-7%,5%,-6%,i,-0.2%,-0.3%,4%,1%
COc1ccc(CNc2nc(-c3ccccc3)nn2C(=O)c2cccs2)cc1,-6.9%,-9%,4%,-27%,i,0.6%,2.1%,-2%,-7%
CCNS(=O)(=O)c1ccc(S(=O)(=O)N(Cc2ccccn2)C2CCCCC2)cc1,-1.4%,4%,-1%,20%,i,-0.3%,1.0%,-16%,-38%
Cc1cc(OCC(=O)Nc2cccc(S(=O)(=O)NC3=NCCCCC3)c2)ccc1Cl,2.0%,-3%,10%,18%,i,-0.2%,3.7%,3%,-8%
CCc1nccn1S(=O)(=O)c1ccc(OC)c(OC)c1,-2.5%,-1%,-2%,16%,i,0.0%,3.2%,-1%,-1%
C#CCN1C(=O)C(O)(CC(=O)c2cc(OC)ccc2OC)c2ccccc21 (configuration not stated),-3.0%,1%,12%,-15%,i,0.1%,2.6%,10%,-3%
O=C(Cn1cnc2c(cnn2-c2ccc(F)cc2)c1=O)NCC1CCCO1 (configuration not stated),15%,1%,16%,-9%,i,0.1%,3.2%,8%,-32%
CCOC(=O)NC1(Nc2ccc(Cl)cn2)Oc2ccccc2O1,8.2%,.,-13%,-3%,i,-0.9%,-1.4%,-2%,-4%
O=C(CSc1nnnn1-c1ccc(O)cc1)c1cc2ccccc2o1,5.0%,-10%,-11%,-15%,i,-0.2%,1.7%,-32%,-12%
CC1CN(Cc2nc3c(c(=O)n(C)c(=O)n3C)n2Cc2cccc(Cl)c2)CC(C)O1 (configuration not stated),-5.0%,1%,0%,22%,i,-0.2%,-1.4%,14%,9%
COc1ccccc1N/C(N)=N/c1nc(CSc2nc3ccccc3s2)cc(=O)[nH]1,-1.6%,.,34%,-27%,i,-0.4%,5.9%,-6%,-29%
O=C(NCCCN1CCOCC1)C(Sc1ccccc1)c1ccccc1 (configuration not stated),-0.7%,-5%,1%,-16%,i,-0.3%,1.0%,9%,-3%
CCN(Cc1ccccc1)C(c1cc2cc(C)ccc2[nH]c1=O)c1nnnn1CCOC (configuration not stated),4.0%,.,0%,0%,i,0.0%,-1.7%,-3%,-11%
CS(=O)(=O)Nc1ccc(-c2cc(/C=C3\SC(N)=NC3=O)c[nH]c2=O)cc1,-2.2%,1%,9%,-12%[20 µM],.,-0.2%,-0.2%,2%,-15%
COc1ccc(NC(=S)N/C(=N/CS(=O)(=O)c2ccccc2)c2ccccc2)cc1,-6.1%,-1%,-12%,20%,i,-0.1%,-0.1%,9%,-18%
CCC(C)NS(=O)(=O)c1ccc(OCC(=O)NCc2ccc(OC)cc2)cc1 (configuration not stated),-4.0%,-2%,1%,-9%,i,-0.9%,-0.8%,5%,-20%
CN(C)CCCN1C(=O)C(=O)/C(=C(/O)c2ccncc2)C1c1cccnc1 (configuration not stated),-8.2%,-4%,2%,20%,i,-0.9%,-1.9%,-7%,-21%
CCN=C1S/C(=C\c2ccc(-c3cccc(C(=O)O)c3)o2)C(=O)N1CC,-0.3%,1%,7%,-36%,i,2.8%,42%,-81%,-34%
CC(C)(C)Cc1nnc(NC(=O)CSc2ccccc2)s1,-0.9%,-1%,-3%,-38%[20 µM],.,-0.4%,0.9%,-22%,-36%
COc1cc(CC(=O)OCc2ccccc2F)cc(OC)c1OC,-2.7%,-1%,8%,12%,.,-1.3%,-0.3%,23%,-28%
COC(=O)Cc1c(C)c2c(O)cc(C)cc2oc1=O,2.0%,-4%,?,20%,i,0.2%,0.9%,-9%,-22%
O=C(NNC(=O)c1ccc(Cl)cc1Cl)c1cccs1,-6.8%,-4%,-1%,-9%,i,0.1%,-0.7%,-28%,-22%
CCOC(=O)/C(=C\c1ccccc1)C(=O)c1cc(C(C)=O)c(Nc2ccccc2)s1,-9.4%,-9%,28%,28%,i,-2.0%,3.8%,-29%,58%

# Record cards, as listed above. Values in the order: KOR beta-arrestin-1, NS5 inhibitors, AID2073, KOR beta-arrestin-2, Yfh1-depleted yeast, West Nile virus CPE, HIV fusion peptide, NOD2 inhibition, NOD1 NF-kB reporter
# `CS(=O)(=O)Nc1ccc(-c2cc(/C=C3\SC(N)=NC3=O)c[nH]c2=O)cc1` across the screens: -2.2%, 1%, 9%, -12%[20 µM], ., -0.2%, -0.2%, 2%, -15%
# `COc1ccc(NC(=S)N/C(=N/CS(=O)(=O)c2ccccc2)c2ccccc2)cc1` across the screens: -6.1%, -1%, -12%, 20%, i, -0.1%, -0.1%, 9%, -18%

# (more compounds)
SMILES,KOR beta-arrestin-1,NS5 inhibitors,AID2073,KOR beta-arrestin-2,Yfh1-depleted yeast,West Nile virus CPE,HIV fusion peptide,NOD2 inhibition,NOD1 NF-kB reporter
COc1ccc(CNC(=O)CSc2nc3ccc(C)cc3[nH]2)cc1,-5.2%,-7%,6%,2%,.,0.1%,-1.2%,-4%,-8%
O=C(C1CCN(CCCc2ccccc2)CC1)N(CCc1ccccc1)Cc1ccccc1,4.4%,-5%,-3%,-41%,i,-1.7%,3.1%,-29%,-20%
Cc1ccc(/C=N/NC(=O)C[n+]2ccccc2)s1,2.3%,-2%,-3%,6%,i,0.3%,-1.5%,5%,-18%
O=C(NCCc1ccccc1)C(=O)NCC1OCCN1S(=O)(=O)c1ccc(Cl)cc1 (configuration not stated),1.0%,-2%,13%,-25%,i,-0.4%,-1.0%,15%,-1%
COc1ccc(C(=O)N/N=C/c2ccc(N3CCOCC3)o2)cc1OC,-4.1%,-41%,40%,20%,i,0.3%,0.9%,-2%,-16%
O=C(NCc1cc([N+](=O)[O-])ccc1O)c1cccc(NS(=O)(=O)c2ccccc2)c1,-1.7%,-3%,-2%,-7%,.,1.2%,4.0%,5%,-30%
COc1ccc(/C(N)=N/OC(=O)C2CCCCC2)cc1OC,7.7%,1%,0%,-7%,.,0.0%,0.6%,-20%,-39%
COC(=O)[C@@]1(Cc2ccc(F)cc2)[C@H]2c3cc(C(=O)N4CCCC4)n(CCCNc4ncc(C(F)(F)F)cc4Cl)c3C[C@H]2CN1C(=O)c1ccccc1,-1.7%,-9%,23%,-16%[20 µM],.,0.0%,3.5%,-13%,1%
CC1(C)CC(C)(O)N(Cc2ccccc2)C(=S)N1 (configuration not stated),-4.5%,0%,-8%,13%,i,-0.7%,0.0%,10%,-27%
CN(c1ccccc1)S(=O)(=O)c1ccc(NC(=S)Nc2ccccc2)cc1,6.7%,-4%,-8%,0%,i,-0.3%,-1.2%,-6%,0%
Cc1ccc(-c2nc(-c3ccccc3)no2)cc1,0.1%,5%,-1%,-44%,i,1.1%,-2.4%,-188%,-81%
COc1ccc(S(=O)(=O)N2CCOCC2)cc1NC(=O)CN(C)Cc1c(F)cccc1Cl,1.6%,0%,-4%,-20%,i,-1.0%,-1.1%,25%,-21%
Cn1nc(CSc2ccccc2)c(C=O)c1Cl,1.5%,-1%,0%,-6%,i,-0.1%,-1.9%,-16%,-63%
O=C(CC12CC3CC(CC(C3)C1)C2)NCC(c1ccc(F)cc1)N1CCOCC1 (configuration not stated),-0.5%,-11%,-13%,-60%,i,-1.0%,-0.9%,-7%,-23%
CN1CCN(CC(=O)Nc2cccc([N+](=O)[O-])c2)CC1,-1.7%,1%,12%,-28%,i,-0.3%,1.1%,4%,-41%
O=C(NCCc1c[nH]c2ccccc12)c1cc2sccc2n1Cc1ccccc1,2.2%,-9%,-1%,-6%,i,-0.1%,0.6%,-8%,-4%
Cc1cc(C)nc(NC(=O)c2ccc(Cl)cc2[N+](=O)[O-])c1,-1.1%,-2%,-3%,.,i,-0.6%,-0.6%,-9%,-20%
O=c1[nH]c(=O)n(-c2ccccc2)c2c1C(C(F)(F)F)(C(F)(F)F)N=C(C1CCCCC1)N2,-1.2%,-5%,4%,3%,i,1.0%,1.1%,0%,-12%
CC(=O)c1c(C)[nH]c(C(=O)Nc2cccc(C)n2)c1C,4.4%,2%,-6%,-15%,.,0.1%,-1.1%,-58%,-53%

# An excerpt, so the mix of outcomes need not match the whole.
